# Screening results from PubChem BioAssay.
# Cneo AK release: Cryptococcus neoformans lysis via adenylate kinase release; C. neoformans lysis, adenylate kinase release luminescence, 4 h; normalised: neutral wells 0, clomiphene wells 100; lysis activity, % at 15 µM; AID 651654; 360,000 compounds, 0.2% hits;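 active means mean lysis activity across replicates of at least 80%, whatever share of replicates individually reach that level; inactive means mean lysis activity below 80%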
#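 Material – Cryptococcus neoformans yeast cells · Quantity – 5 × 10^6 yeast cells/mL · Buffer or medium – YPD medium · Compound – single dose · Timing – 4 h static compound exposure, 37 °C, read 1 h post-reagent · Signal – adenylate kinase release luminescence · Read-out basis – lysis from increased AK signal · Benchmarks – Clomiphene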
# FN deposit inh: fibronectin deposition inhibition. AH1F fibroblasts, Alexa488-fibronectin deposition fluorescence, overnight. inhibition, % at 12.6 µM. 350,000 compounds, 0.086% hits;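 active means mean inhibition across replicates of 30% or more, regardless of how many single replicates reach that level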;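 further: positive control wells lacked labelled fibronectin entirely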
#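 Material: AH1F fibroblast monolayer depositing Alexa488-labelled fibronectin into matrix / Amount: 10000 AH1F cells per well / Signal: fluorescence 485/525 nm / Medium: DMEM, 2% serum / Compound: single dose, pinned / Incubation: 1 h cell adhesion before compound, then overnight fibronectin incubation / Reagent: Alexa488-FN, 24 nM final / Read-out: inhibition of fibronectin deposition signal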
# miR-122 sensor: miR-122 inhibition in Huh7 cells; Huh7 miR-122 Renilla luciferase sensor, 48 h; neutral wells = 0, positive control = 100; activation (reporter increase), % at 12.5 µM; 340,000 compounds, 0.3% hits; AID 602342;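 active means mean replicate activation score at least 90 and every replicate individually at or above 90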;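 further: higher luciferase means less miR-122 activity so hits act as miR-122 inhibitors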
# PGC1a acetyl inh: lowers PGC1a acetylation signal in U2OS cells; AlphaScreen anti-acetyl-lysine; with virally co-expressed GCN5 acetyltransferase; inhibition, % at 15.6 µM; 350,000 compounds, 0.17% hits;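 active means every replicate shows inhibition of at least 40%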;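 further: 0% = neutral control wells and 100% = positive control wells; some results beyond the cut were filed as inactive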
# CASP6 VEID inh: inhibitors of human caspase-6; purified caspase-6, Z-VEID-R110 cleavage fluorescence; inhibition, % at 12.5 µM; 350,000 compounds, 0.53% hits;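 active means mean inhibition across replicates at least about 35%, with every replicate also reaching that limit, limit read from the data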;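 further: 0% = median of neutral control wells and 100% = no fluorescence left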
# Target sequence (P55212 24-179 limits assumed): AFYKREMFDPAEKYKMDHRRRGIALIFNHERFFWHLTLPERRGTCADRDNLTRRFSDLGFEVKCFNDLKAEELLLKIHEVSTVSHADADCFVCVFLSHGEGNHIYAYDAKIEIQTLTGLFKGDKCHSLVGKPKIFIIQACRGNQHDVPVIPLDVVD
# Target sequence (P55212 194-293 limits assumed): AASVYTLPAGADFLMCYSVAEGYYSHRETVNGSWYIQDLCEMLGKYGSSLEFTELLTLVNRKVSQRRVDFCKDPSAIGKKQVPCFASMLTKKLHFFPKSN
# EWS-Fli inh: EWS/Fli transcriptional activity inhibition | A673 NR0B1-luciferase reporter, viability-normalised | inhibition, % at 12.6 µM | 350,000 compounds, 0.67% hits;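 active means mean inhibition of at least 50% after viability correction, with every replicate also passing that limit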;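 further: firefly luciferase signal divided by Alamar Blue viability fluorescence both relative to DMSO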
# LGR2 inh: inhibitors of bursicon-induced Drosophila LGR2 receptor cAMP signaling. HEK293 LGR2, CRE-luciferase, bursicon-stimulated, 4 h. AID 720647. inhibition, % at 9.99 µM. 380,000 compounds, 0.35% hits;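 active means drop in luminescence signal, shown as inhibition above about 50% in the replicate tests, limit read from the data, passing the limit was not always enough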;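 further: agonist challenge used bursicon conditioned medium at about half maximal strength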
# PAX8 reporter: inhibitors of PAX8 transcriptional activity in RMG-I cells; RMG-I TPO-luciferase reporter, SteadyGlo, 24 h; inhibition, % at 12.6 µM; 360,000 compounds, 1.2% hits; AID 652154;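 active means mean replicate inhibition at least 60% with every replicate also reaching 60%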;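 further: luciferase light reporting Pax8 driven TPO promoter activity; plate controls were median of neutral control wells for no effect and mitoxantrone controls for full effect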
# * = called active by the depositor; . = no result given; [ ] = remark or other dose. Rows were taken by chance; overall some 2.5% were active at least once.
SMILES,Cneo AK release,FN deposit inh,miR-122 sensor,PGC1a acetyl inh,CASP6 VEID inh,EWS-Fli inh,LGR2 inh,PAX8 reporter
COc1ccccc1N(CC(=O)N1CCc2ccccc2C1)S(C)(=O)=O,-1.7,-14.1,-3.4,-20.8,-0.1,-11.8,19.7,1.4
O=S(=O)(N[C@@H]1CC[C@@H](CCn2cc(-c3ccc(F)cc3)nn2)O[C@H]1CO)c1ccccc1F,-4.7,.,.,-7.9,-0.9,3.8,-1.2,1.4
C=CCOc1ccc(/C=C2/C(=O)ON=C2C)cc1OC,0.1,1.8,.,5.4,0.8,17.4,-7.8,13.2
CCC(CO)Oc1cc(NCc2cccc(O)c2)c2ncn(C(C)C)c2c1 (configuration not stated),-7.9,-2.2,1.7,0.4,-1.1,8.0,16.8,2.1
C[C@H](O)C#Cc1ccc2c(c1)O[C@@H](CN(C)C(=O)c1ccncc1)[C@H](C)CN([C@H](C)CO)S2(=O)=O,0.4,-11.0,-5.0[16.7 µM],10.8,.,-4.2,-4.0,0.4
Fc1ccccc1NC(=S)N/N=C/c1ccccc1Br,9.8,4.1,16.8,1.3,.,.,.,.
C[C@H]1CCCCO[C@H](CN(C)Cc2ccncc2)[C@@H](C)CN([C@@H](C)CO)C(=O)c2cc(NS(=O)(=O)c3ccc(Cl)cc3)ccc2O1,47.1,8.4,-5.4[16.7 µM],-4.3,-0.4,0.2,7.6,0.0
O=C(NN1CC(C(=O)OCc2ccccc2F)CC1=O)c1ccccc1 (configuration not stated),1.1,-3.0,.,.,3.3,.,6.4,2.4
COCc1cc(C)nc(SCc2ccc(F)cc2)c1C#N,6.1,2.7,-4.2,7.8,-1.4,-6.1,12.2,6.9
CCCc1n[nH]c(=O)[nH]1,2.3,.,-4.8,-0.4,.,.,16.7,.
CCOc1ccc(S(=O)(=O)NC(C)C(=O)NCc2ccc3c(c2)OCO3)cc1 (configuration not stated),-1.5,-2.2,-4.7,-8.8,-0.8,8.0,16.2,2.5
Cc1ccc(C)c(NS(=O)(=O)c2ccccc2C)c1,3.9,0.8,33.0,.,3.3,-11.7,-6.5,13.9
Cc1cc(C(=O)COC(=O)CC2Sc3ccccc3NC2=O)c(C)n1-c1ccc2c(c1)OCO2 (configuration not stated),-0.6,17.3,-2.0,3.7,0.8,-7.5,-9.8,-19.3
Cc1ccc(OCC(=O)NNC(=O)CCC(=O)NCc2ccccc2)cc1,-0.6,.,1.5,4.3,-0.5,26.4,-6.1,.
CCOc1ccc(Cl)cc1CNCCCSc1nc(C)cc(C)n1,0.3,-6.0,.,.,2.4,-12.0,4.8,4.3
CC(=O)n1cc([C@H]2C=C(C(=O)N3CCCCCCC3)O[C@@H](OCc3ccc(CO)cc3)C2)c2ccccc21,-6.2,.,.,-12.1,-0.5,1.1,.,-9.4
COc1ccccc1C1/C(=C(/O)c2ccc(C)cc2)C(=O)C(=O)N1Cc1ccco1 (configuration not stated),.,4.6,.,.,17.2,-0.8,27.8,-19.2
CCN(CC)CCNc1nc2c(c(=O)n(C)c(=O)n2C)n1C/C=C(/C)Cl,4.6,.,2.0,-11.0,.,.,-0.7,.
Cc1cc(N2CCCC(C(=O)Nc3ccc4c(c3)CCC4)C2)n2ncnc2n1 (configuration not stated),1.9,.,4.1,5.1,.,.,-7.6,.
Cn1c(-c2ccc(Cl)nc2)nc2ccccc21,1.4,-2.2,-1.4,8.1,-1.9,-49.8,-14.6,-4.8
CC(C)(C)NC(=O)NC(=O)CN1CCN(S(=O)(=O)c2ccccc2)CC1,-0.4,3.5,-1.8,1.7,-1.1,10.2,2.6,4.7
CCS(=O)(=O)Nc1ccc2c(c1)C(=O)N(C)C[C@H](OC)[C@@H](C)CN(C(=O)CN(C)C)[C@H](C)CO2,0.0,-6.0,-4.5[16.7 µM],9.2,2.2,-5.8,0.7,.
CC(=O)Nc1ccc(NC(=O)C(=O)c2cn(CC(=O)N3CCCCC3)c3ccccc23)cc1,.,-4.9,.,-3.8,14.5,9.1,10.5,-2.4
N#C/C(=C/c1ccco1)C(N)=S,.,-12.1,.,.,45.7*,-4.7,-3.9,1.7
O=C(Nc1ccc(F)cc1)N[C@H]1CC[C@H](CCn2cc(-c3ccccc3F)nn2)O[C@H]1CO,-0.6,-8.0,.,23.3,0.9,5.6,-10.3,.

# Single records, from the list above.
# O=S(=O)(N[C@@H]1CC[C@@H](CCn2cc(-c3ccc(F)cc3)nn2)O[C@H]1CO)c1ccccc1F in the list: Cneo AK release: -4.7; FN deposit inh: .; miR-122 sensor: .; PGC1a acetyl inh: -7.9; CASP6 VEID inh: -0.9; EWS-Fli inh: 3.8; LGR2 inh: -1.2; PAX8 reporter: 1.4
# O=C(NN1CC(C(=O)OCc2ccccc2F)CC1=O)c1ccccc1 (configuration not stated) in the list: Cneo AK release: 1.1; FN deposit inh: -3.0; miR-122 sensor: .; PGC1a acetyl inh: .; CASP6 VEID inh: 3.3; EWS-Fli inh: .; LGR2 inh: 6.4; PAX8 reporter: 2.4

# Records listed so far printed as active in CASP6 VEID inh:
structure	miR-122 sensor	PGC1a acetyl inh	CASP6 VEID inh	LGR2 inh
N#C/C(=C/c1ccco1)C(N)=S	.	.	45.7*	-3.9

# Going on with the list:
SMILES,Cneo AK release,FN deposit inh,miR-122 sensor,PGC1a acetyl inh,CASP6 VEID inh,EWS-Fli inh,LGR2 inh,PAX8 reporter
CN1CCN(C(=O)C[C@@H]2CC[C@H]3[C@@H](COc4ccc(NC(=O)C5CCC5)cc4C(=O)N3C)O2)CC1,.,-6.4,.,-2.9,-3.0,1.4,10.2,-5.5
CCc1sc(C(=O)NCCc2ccc(S(N)(=O)=O)cc2)cc1C,-3.1,4.1,0.9,.,3.3,-0.6,3.1,-38.2
COc1ccc(N)cc1-n1cnnn1,.,8.1,-0.9,3.8,-0.7,-4.7,17.2,5.1
COc1cc2c(cc1OC)C1(CCCCC1)CN(C)C2,-1.7,-3.4,.,5.1,3.3,2.2,1.3,12.0
Cc1ccccc1S(=O)(=O)N1CC(=O)N2[C@H](CO)[C@@H](c3ccc(C#CCN(C)C)cc3)[C@@H]2C1,.,.,.,-14.8,0.7,-6.5,-5.8,.
CCOc1ccc(-c2c(C(=O)N/N=C/c3ccc(C)o3)nnn2-c2nonc2N)cc1,1.1,8.5,4.4,-6.4,-1.9,.,6.7,-12.6
C[C@@H]1CN([C@@H](C)CO)C(=O)CCCn2cc(nn2)CO[C@@H]1CN(C)S(=O)(=O)c1cn(C)cn1,0.3,-0.3,1.3[16.7 µM],1.2,-1.5,-2.0,8.3,1.9
C[C@H]1CN([C@@H](C)CO)S(=O)(=O)c2ccc(-c3ccncc3)cc2O[C@H]1CN(C)C,-0.7,-3.9,-3.2[16.7 µM],1.7,0.2,16.3,5.9,.
CC(CNC(=O)CN(C)CC(=O)Nc1ccccc1Br)c1ccccc1 (configuration not stated),4.3,0.0,.,.,-0.4,-7.4,-20.6,2.2
CN(C)CC(=O)N[C@@H]1CC[C@H](CCn2cc(C3CC3)nn2)O[C@H]1CO,0.2,-3.0,.,1.8,-7.0,-1.5,-1.3,5.7
CCCCCOc1ccccc1C(=O)NCCCCCC(=O)O,1.9,5.1,-4.6,-8.7,-1.7,4.4,0.3,0.8
COc1nc(-c2ccc(C)cc2)ccc1-c1noc(-c2cccnc2)n1,0.3,-3.1,-0.5,6.9,.,.,.,16.0
Cc1ccc(C(=O)Cc2nnc(C)s2)cc1,2.9,2.0,-0.2,1.1,.,.,-27.8,-87.7
Cc1noc(C)c1-c1ccc(C(=O)NCCC(F)(F)F)c2occc12,-2.3,-2.4,1.1,24.4,3.6,16.9,-14.7,.
Cc1nc(NC(=O)CN2CC(C)OC(C)C2)sc1C(=O)N(C)C (configuration not stated),1.8,-8.8,-3.7,6.1,-2.4,12.5,9.1,-29.9
COc1ccccc1Cc1c(-c2cccc(Br)c2)nc2c(C)cc(Br)cn12,1.4,-8.6,9.3,14.6,-1.6,-45.4,0.9,-8.1
CCC(C)C(NC(=O)OC(C)(C)C)C(=O)NC(C(=O)NC(C)C(N)=O)C(C)C (configuration not stated),.,1.4,.,7.3,0.0,0.4,1.5,-4.7
C[C@H]1CN([C@@H](C)CO)S(=O)(=O)c2ccc(C#Cc3ccccc3)cc2O[C@H]1CN(C)C,3.4,.,0.8[16.7 µM],-31.5,-0.7,12.7,16.6,.
O=c1[nH]c(=O)c2[nH]c(=S)n(-c3ccccc3)c2[nH]1,0.8,-5.7,.,2.4,0.6,0.5,4.8,.
COc1cc(NC(=O)c2sc3ncn(CC(=O)N4CCCC(C)C4)c(=O)c3c2C)cc(OC)c1OC (configuration not stated),-0.8,-4.0,-0.3,3.7,2.0,6.5,-16.6,-0.5
Cc1c(C(=O)C(=O)N2c3ccc(F)cc3CCC2C)c2ccccc2n1C (configuration not stated),-5.0,7.4,70.9,10.4,.,.,-30.6,58.5
CCc1ccc(NC(=O)NC2CCCCCCC2)cc1,-0.9,.,13.8,.,-2.0,.,-95.5,-211.6
Cc1ccc(-n2nnnc2SCc2nnc(-c3ccccc3Br)o2)cc1,8.4,.,2.4,-0.3,.,.,-8.1,.
Cc1ccc(S(=O)(=O)N(C)C)cc1NC(=O)COc1ccc(-c2nnco2)cc1,-3.4,-0.5,-5.8,2.3,2.0,-34.8,-1.6,9.5
O=C1NCCC12C(=O)Nc1ccccc12 (configuration not stated),3.0,.,-16.1,3.9,-0.1,0.3,8.0,.

# 3 compounds already listed, ordered by molar mass, low to high.
SMILES,Cneo AK release,FN deposit inh,miR-122 sensor,PGC1a acetyl inh,CASP6 VEID inh,EWS-Fli inh,LGR2 inh,PAX8 reporter
CCCCCOc1ccccc1C(=O)NCCCCCC(=O)O,1.9,5.1,-4.6,-8.7,-1.7,4.4,0.3,0.8
CN1CCN(C(=O)C[C@@H]2CC[C@H]3[C@@H](COc4ccc(NC(=O)C5CCC5)cc4C(=O)N3C)O2)CC1,.,-6.4,.,-2.9,-3.0,1.4,10.2,-5.5
COc1ccccc1Cc1c(-c2cccc(Br)c2)nc2c(C)cc(Br)cn12,1.4,-8.6,9.3,14.6,-1.6,-45.4,0.9,-8.1

# (next part)
SMILES,Cneo AK release,FN deposit inh,miR-122 sensor,PGC1a acetyl inh,CASP6 VEID inh,EWS-Fli inh,LGR2 inh,PAX8 reporter
COc1ccccc1C#Cc1cnc2c(c1)C(=O)N([C@@H](C)CO)C[C@H](C)[C@H](CN(C)S(=O)(=O)c1cn(C)cn1)O2,-2.2,.,-9.4[16.7 µM],-4.4,-0.8,-14.4,10.2,-3.3
C[C@@H]1CN([C@@H](C)CO)S(=O)(=O)c2ccc(-c3cccnc3)cc2O[C@@H]1CN(C)Cc1cncnc1,-2.0,-10.6,0.6[16.7 µM],-0.3,-2.8,-11.5,-5.3,.
CN1CCN(S(=O)(=O)c2cccc(C(=O)NC3(C)CCS(=O)(=O)C3)c2)CC1 (configuration not stated),-2.2,-3.3,-2.2,1.6,0.3,4.3,-4.1,4.3
CO[C@H]1CN(C)C(=O)c2ccc(NC(C)=O)cc2OC[C@H](C)N(C(=O)CN(C)C)C[C@@H]1C,-2.5,2.3,9.4[16.7 µM],.,.,-9.5,11.2,-4.7
Cc1ccccc1NC(=O)Nc1nc(CN)cs1,-0.5,1.9,0.4,.,-15.2,-5.1,2.1,4.1
CCC(C(=O)NCc1cccnc1)n1nc(C)c2sc3ccccc3c2c1=O (configuration not stated),-2.6,22.0,2.4,-1.0,0.2,13.5,-1.7,7.4
